Bioassay records: PubChem, Johns Hopkins Ion Channel Center
CHT inh: inhibitors of human choline transporter CHT | CHT-expressing cells, membrane potential dye, choline response; stronger effect = lower value | B-score at 10 µM | actives 0.86% (n = 310,000);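 active means B-score over 3 SD under the library average, and starting fluorescence ratio not unusually high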;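 further: choline stimulus applied at its EC90 after an EC20 pre-addition; B-score computed on integrated fluorescence ratio after choline addition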
Target sequence (Q9GZV3 whole entry, looked up): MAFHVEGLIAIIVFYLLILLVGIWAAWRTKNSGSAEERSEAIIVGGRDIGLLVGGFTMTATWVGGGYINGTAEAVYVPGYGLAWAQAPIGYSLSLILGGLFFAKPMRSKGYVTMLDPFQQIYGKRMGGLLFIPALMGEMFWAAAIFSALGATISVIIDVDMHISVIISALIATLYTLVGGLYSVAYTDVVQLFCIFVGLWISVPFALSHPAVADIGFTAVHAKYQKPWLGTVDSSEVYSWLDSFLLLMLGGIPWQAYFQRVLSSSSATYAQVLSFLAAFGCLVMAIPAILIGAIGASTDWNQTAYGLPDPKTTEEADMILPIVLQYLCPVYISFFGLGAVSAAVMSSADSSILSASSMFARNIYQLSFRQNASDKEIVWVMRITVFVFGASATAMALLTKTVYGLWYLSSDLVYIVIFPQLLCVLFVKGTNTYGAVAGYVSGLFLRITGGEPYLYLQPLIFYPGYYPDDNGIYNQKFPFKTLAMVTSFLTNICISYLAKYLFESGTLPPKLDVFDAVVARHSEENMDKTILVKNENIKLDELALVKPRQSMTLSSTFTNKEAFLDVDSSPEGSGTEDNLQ
CHT PAM: CHT positive allosteric modulators, primary screen, cell-based, membrane potential dye, choline EC20. B-score at 10 µM. actives 0.49% (n = 310,000). CHT-expressing cells; stronger effect = higher value; LV-AA mutant CHT in HEK293 cells. AID 488977, 2010. High affinity choline transporter 1 (Homo sapiens), Q9GZV3;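 active means initial fluorescence not abnormally high and integrated response B-score, plate-corrected, over 3 SD above library mean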
The depositor's hits bear a star; i = inactive.

SMILES	CHT inh	CHT PAM
CC(C)Oc1cccc(C(=O)C2CCCN(C(=O)c3csnn3)C2)c1 (stereo not given)	i	i
Cn1c(=O)c2c(ncn2CC(=O)N2CCN(S(=O)(=O)c3ccc(Cl)cc3)CC2)n(C)c1=O	i	i
CSc1ncc(-c2ccccc2)cn1	i	i
CCn1c(SCC(=O)c2cc(C)n(CC3CCCO3)c2C)nc2ccccc21 (stereo not given)	i	i
COCCn1nnnc1C(C(C)C)N1CCOCC1 (stereo not given)	i	i
CCN(C(=O)/C=C/c1cc(OC)c(OC)c(OC)c1)C1CCCCC1	i	i
Cc1cc(C)c2c(c1)[C@@H]1C=CC[C@@H]1[C@H](c1ccc(S(=O)(=O)N3CCOCC3)cc1)N2	i	i
O=C1CSC(=S)N1c1cccnc1	i	i
C/C(=N\NC(=O)c1nnn(-c2nonc2N)c1C(C)C)c1cc(C)sc1C	i	i
O=S(=O)(c1ccccc1)N(CC(O)Cn1c2ccccc2c2ccccc21)c1ccccc1 (stereo not given)	i	i
O=C1CCC(=O)N1c1ccc(S(=O)(=O)Nc2ccc(Br)cc2)cc1	i	i
COc1ccc(-c2nc(CN3CCN(C(=O)c4ccco4)CC3)c(C)o2)c(OC)c1C	i	i
Cc1ccc(SCC(=O)O/N=C(\N)c2ccc([N+](=O)[O-])cc2)cc1	i	i
COc1nc(-c2ccccc2)cc(-c2ccc(OC)c(OC)c2)n1	i	i
CN(C)c1nc(SCc2ccccc2Cl)nc2c1CCCC2	i	i
O=C(O)CSc1nnc(COc2cccc3cccnc23)n1-c1cccc(C(F)(F)F)c1	i	i
NC(=O)N/N=C/c1ccc([N+](=O)[O-])o1	i	i
O=C(CNCc1ccccc1)Nc1ccccc1-c1ccccc1	i	i
CCOc1ccc2nc(NC(=O)C3=NN(c4ccccc4)C(=O)CC3)sc2c1	i	i
O=C(Nc1ccc(Cl)cc1)C1=Cc2ccccc2OC1	i	i
COc1cccc2c1Oc1ncccc1N(C(=O)CCC(=O)NCc1ccccc1F)C2	i	i
O=S1(=O)N=C2CCCCCN2C(c2ccc(F)cc2)N1 (stereo not given)	i	i
O=C(Nc1nnc(C2CC2)s1)C1Cc2ccccc2CN1S(=O)(=O)c1cccs1 (stereo not given)	i	i
CC(C)(C)N1CC(C(=O)O)CC1=O (stereo not given)	i	i
Oc1ccc(-c2[nH]ncc2-c2cccc3cccnc23)c(O)c1	i	i
O=C(Nc1ccc2snnc2c1)N1CCSCC1	i	i
COc1ccccc1/C=N/Nc1nc(C)cc(C)n1	i	i
Cc1ccc(NC(=O)CN(C)C(=O)COC(=O)CCS(=O)(=O)c2ccc(C)cc2)cc1	i	i
C=CCN1C(=O)C(Cc2ccc(C)cc2)S/C1=N/N=C/c1ccco1 (stereo not given)	i	i
COc1ccc(C(C)(C)C)cc1NC(=O)c1cccc(S(=O)(=O)N2CCN(C(C)=O)CC2)c1	i	i
CCOP(=O)(OCC)c1nc(-c2ccc(C)cc2)oc1N1CCOCC1	i	i
CCOC(CNc1cc(C)nc2c(-c3ccccc3OC)c(C)nn12)OCC	i	i
CCC1=C(c2ccc(C)cc2)S(=O)(=O)N=C1N1CCC(C(=O)NCCCN2CCCCC2)CC1	i	i
Cc1ccc(CNC(=O)CSc2nc(C)cs2)cc1	i	i
CC1=C(C(=O)OCc2ccc3c(c2)OCO3)C(c2ccc(O)c([N+](=O)[O-])c2)NC(=O)N1 (stereo not given)	i	i
O=C(COc1ccccc1[N+](=O)[O-])NCc1cccnc1	i	i
CS(=O)(=O)N(CC(=O)NCc1ccco1)c1ccc(OCc2ccccc2)cc1	i	i
CN(C)S(=O)(=O)N1CCC(Oc2ccc(C(=O)NC3CCCCC3)cc2)CC1	i	i
CCn1cc(C(=O)Nc2ccccc2)c(=O)c2ccc(C)nc21	i	i
CN(C)CCCNc1oc(-c2ccccc2Cl)nc1S(=O)(=O)c1ccc(F)cc1	i	i
CC(Sc1nnc(Nc2ccccc2)s1)C(=O)NC1CCCc2ccccc21 (stereo not given)	i	i
COCCn1c(=NC(=O)CCS(=O)(=O)c2ccccc2)sc2cc(F)ccc21	i	i
CN(C)c1cccc(C(=O)NC2CCCc3ccccc32)c1 (stereo not given)	i	i
Cc1cc(C)n(C(=O)CNc2cccc(Cl)c2C)n1	i	i
COc1ccc(-n2c(CN3CCN(c4ccccn4)CC3)nc3ccc([N+](=O)[O-])cc3c2=O)c(OC)c1	i	i
C/C(=N\NC(=O)c1ccc(O)cc1)c1ccc(N2CCOCC2)cc1	i	i
CCOc1ccc(NC(=O)CS(=O)(=O)c2cn(C)c3ccccc23)cc1	i	i
Cc1ccc(/C=C2/Sc3ccc(C(=O)N4CCN(c5ccccn5)CC4)cc3NC2=O)cc1	i	i
COc1ccccc1NC(=O)C(CCS(C)(=O)=O)N1C(=O)c2ccccc2C1=O (stereo not given)	i	i
CC(=O)Nc1sc(N/N=C\c2ccccc2F)nc1-c1cccs1	i	i
Cc1ccc(C)c(OCc2cc(C(=O)N3CCOCC3)no2)c1	i	i
CCN(CC)CCCN1C(=O)C(O)=C(C(=O)c2sc(C)nc2C)C1c1ccco1 (stereo not given)	i	i
N#Cc1nc(COc2ccc(Cl)cc2)oc1N1CCCCCC1	i	i
CNC(=S)NC1CC2CCCC(C1)N2Cc1ccccc1OC (stereo not given)	i	i
Cc1cc(C)nc(NC(=O)/C=C/c2ccccc2Cl)n1	i	i
CC(=O)Nc1cccc(NC(=O)CSc2nc3c(c(=O)n(C)c(=O)n3C)n2C)c1	i	i
COc1ccc(C(=O)O)cc1S(=O)(=O)NCCN(C)C	i	i
O=C(NCC1CCCO1)C1CC(=O)N(c2ccccc2)C1 (stereo not given)	i	i
COc1cccc(/C=N/n2cncn2)c1OCC#N	i	6.4*
N#CCSc1ccc(-c2nc3ccccc3[nH]2)cn1	i	i
More entries.
SMILES	CHT inh	CHT PAM
CN1C(=O)Cc2cc(S(=O)(=O)N3CCN(c4ccc(Cl)cc4)CC3)ccc21	i	i
CC1CC(C)CN(S(=O)(=O)N2CCCC(C(=O)NCCc3ccccc3)C2)C1 (stereo not given)	i	i
NC(=O)CC(NC(=O)Cc1ccc(Cl)cc1)c1ccc(NC2CCCC2)c([N+](=O)[O-])c1 (stereo not given)	i	i
CCOc1ccc(-c2c(C(=O)N/N=C/c3cccs3)nnn2-c2nonc2N)cc1	i	i
O=C(Nc1ccc(Cl)cc1Cl)C1=Cc2ccccc2OC1	i	i
Cc1ccc(N2NC(C)(c3cccs3)NC2=S)cc1 (stereo not given)	i	i
CCS(=O)(=O)c1ccc2c(c1)NC(=O)C(CCCl)O2 (stereo not given)	i	i
S=C1NCCOCCNC(=S)NCCOCCOCCN1	i	i
CCCc1cc(N2CCCC(C(=O)Nc3c(OC)cccc3OC)C2)n2ncnc2n1 (stereo not given)	i	i
COC(=O)c1ccc(CSc2nccn2C)cc1	i	i
O=C(NCc1ccc(Cl)c(Cl)c1)c1ccco1	i	i
Cc1cc([N+](=O)[O-])ccc1NC(=O)CN1CCN(Cc2ccccc2)CC1	i	i
Cc1cc(-c2n[nH]c(=S)n2-c2ccccc2)nn1C	i	i
O=C(c1cc(S(=O)(=O)N2CCN(c3ccccc3)CC2)ccc1Cl)N1CCCCCCC1	i	i
Cc1cc(=O)[nH]c(N2CCOCC2)n1	i	i
CC1Cc2ccccc2N1C(=O)CSc1nnnn1-c1ccc2c(c1)OCCO2 (stereo not given)	i	i
Cc1cc(NCCCn2ccnc2)n2ncc(-c3ccc(Cl)cc3)c2n1	-5.4*	i
CCOc1ccc(CNC(=O)Cn2ccc3cc(S(=O)(=O)N4CCCCCC4)ccc32)cc1	i	i
COc1ccc(NC(=S)N(CCCN2CCC(C)CC2)Cc2cccs2)cc1Cl	i	i
O=C(c1ccc(C#Cc2ccccc2)o1)N1CCN(c2ccccn2)CC1	i	i
CN(C)CCC(c1ccc(Cl)cc1)c1ccccn1 (stereo not given)	i	i
COc1cc2nc(N3CCN(c4cc(C)ccc4C)CC3)nc(N)c2cc1OC	i	i
NNC(=O)c1cc2cc3ccccc3nc2s1	i	i
COCCCNC(=O)C1c2ccccc2Oc2ccccc21	i	i
C=CCSC1=N/C(=C\c2cc(OC)c3c(c2)OCO3)C(=O)S1	i	i
COc1ccc(N(CC(=O)Nc2ccccc2C(=O)NCc2ccco2)S(C)(=O)=O)cc1	i	i
CCCCn1nnnc1SCC(=O)Nc1ccc2c(c1)OCO2	i	i
CC1CCCCC1NC(=O)CCS(=O)(=O)c1cc2c(cc1Cl)NC(=O)CO2 (stereo not given)	i	i
O=C(NNC(=O)C1CCCCC1)C(=O)NC1CCCCC1	i	i
CCOc1ccccc1NC(=O)CSc1nc2nc(-c3cccs3)cc(C(F)(F)F)c2c(=O)[nH]1	i	i
C/C(=N/NC(=O)c1ccoc1C)c1ccc(N2CCOCC2)cc1	i	i
COc1ccc(NC(=O)CN(c2cccc(C(F)(F)F)c2)S(C)(=O)=O)cc1OC	i	i
O=C(Nc1ccccc1N1CCCCC1)c1ncoc1-c1ccc(F)cc1	i	i
O=C(CN1C(=O)NC2(CCCC2)C1=O)OCc1cc(=O)n2cc(Br)ccc2n1	i	i
Cc1cccc(CN(CC(=O)N/N=C/c2ccco2)S(=O)(=O)c2ccc(Cl)cc2)c1	i	i
O=[N+]([O-])c1ccc(Nc2nc(NC3CCCCC3)nc(N3CCCC3)n2)cc1	i	i
COc1ccc(C2=NN(c3nc(C(=O)O)cs3)C(O)(C(F)(F)F)C2)c(OC)c1 (stereo not given)	-8.9*	i
CC1(C)CC(/C=C/c2ccccc2)=Nc2ccccc2N1	i	i
CC1CC(C)(C)CC(=O)C1C(=O)c1ccccc1 (stereo not given)	i	i
Cc1nc(NC(=O)c2cc3ccccc3o2)ccc1Br	i	i
CC(OC(=O)Cc1n[nH]c(=O)c2ccccc12)C(=O)Nc1ccc(F)cc1Cl (stereo not given)	i	i
COc1ccc(C2CC(c3ccc(Cl)cc3)=NN2C(=O)c2cccc([N+](=O)[O-])c2)cc1 (stereo not given)	i	i
CN(C)CCn1c2c(c(SCC(=O)Nc3nccs3)nc1=O)CCCC2	i	i
COC(=O)CCC(=O)Nc1ccc(S(=O)(=O)N2CCc3ccccc32)cc1	i	i
CCOc1ccc(C(=O)C(C)OC(=O)CN2C(=O)NC(C)(C)C2=O)cc1 (stereo not given)	i	i
O=C(Nc1nc(-c2ccc(Br)cc2)cs1)c1cccnc1	i	i
O=C1N(CN2C(=O)C3(OCCO3)c3ccccc32)c2ccccc2C12OCCO2	i	i
CN(C)S(=O)(=O)N(CC(=O)NCc1ccccc1)c1ccccc1	i	i
COc1ccc(NC(=O)c2cn(-c3ccccc3)nc2-c2ccncc2)cc1	i	i
COc1ccc(/C=N/n2cnc3c([nH]c4ccc(F)cc43)c2=O)cc1CN1CCCC1	i	i
CC(C)OP(=O)(OC(C)C)C(Nc1ccccc1)c1cccc([N+](=O)[O-])c1 (stereo not given)	i	i
COC(=O)CCCC(=O)N1CCOCCN(C(=O)CCCC(=O)OC)CCOCC1	i	i
O=S(=O)(c1ccccc1)N1CCC(N2CCCCCC2)CC1	i	i
CC(C)CC(C(=O)Nc1cccc(O)c1)N1C(=O)c2ccccc2C1=O (stereo not given)	i	i
CCCCNC(=S)N1CCN(C)CC1	i	i
COCCn1c(N)c(C(=O)NCc2cccs2)c2nc3ccccc3nc21	i	i
COc1ccccc1S(=O)Cc1ccc(C(=O)NC2CCCC2)o1 (stereo not given)	i	i
CN1C[C@@H]2C(c3ccc(Cl)nc3)C3(c4ccccc4)CC2(C3)[C@H]1c1ccccc1 (stereo not given in full)	i	i
O=C(CSc1nnc(COc2ccc(Br)cc2)o1)NC1CCCCC1	i	i
CN1CC(=O)N(CC(=O)Nc2cccc(S(=O)(=O)N3CCOCC3)c2)C1=O	i	i

Taken from the entries so far for reference:
SMILES	CHT inh	CHT PAM
Cc1nc(NC(=O)c2cc3ccccc3o2)ccc1Br	i	i
CC(OC(=O)Cc1n[nH]c(=O)c2ccccc12)C(=O)Nc1ccc(F)cc1Cl (stereo not given)	i	i
COc1ccc(C2CC(c3ccc(Cl)cc3)=NN2C(=O)c2cccc([N+](=O)[O-])c2)cc1 (stereo not given)	i	i
CN(C)CCn1c2c(c(SCC(=O)Nc3nccs3)nc1=O)CCCC2	i	i
COC(=O)CCC(=O)Nc1ccc(S(=O)(=O)N2CCc3ccccc32)cc1	i	i
CCOc1ccc(C(=O)C(C)OC(=O)CN2C(=O)NC(C)(C)C2=O)cc1 (stereo not given)	i	i
O=C(Nc1nc(-c2ccc(Br)cc2)cs1)c1cccnc1	i	i
O=C1N(CN2C(=O)C3(OCCO3)c3ccccc32)c2ccccc2C12OCCO2	i	i
CN(C)S(=O)(=O)N(CC(=O)NCc1ccccc1)c1ccccc1	i	i
COc1ccc(NC(=O)c2cn(-c3ccccc3)nc2-c2ccncc2)cc1	i	i
COc1ccc(/C=N/n2cnc3c([nH]c4ccc(F)cc43)c2=O)cc1CN1CCCC1	i	i
CC(C)OP(=O)(OC(C)C)C(Nc1ccccc1)c1cccc([N+](=O)[O-])c1 (stereo not given)	i	i
COC(=O)CCCC(=O)N1CCOCCN(C(=O)CCCC(=O)OC)CCOCC1	i	i
O=S(=O)(c1ccccc1)N1CCC(N2CCCCCC2)CC1	i	i
CC(C)CC(C(=O)Nc1cccc(O)c1)N1C(=O)c2ccccc2C1=O (stereo not given)	i	i
CCCCNC(=S)N1CCN(C)CC1	i	i
COCCn1c(N)c(C(=O)NCc2cccs2)c2nc3ccccc3nc21	i	i
COc1ccccc1S(=O)Cc1ccc(C(=O)NC2CCCC2)o1 (stereo not given)	i	i

(list continues)
SMILES	CHT inh	CHT PAM
O=S(=O)(NCc1ccccc1)c1ccc(S(=O)(=O)N2CCCC2)cc1	i	i
COc1cc(/C=N/NC(N)=O)ccc1OC(=O)c1ccco1	i	i
COC(=O)CCNC(=O)c1ccc2nc(Cc3ccc(OC)cc3)oc2c1	i	i
Cn1nc(C(=O)OCC(=O)NC2CCS(=O)(=O)C2)c2ccccc2c1=O (stereo not given)	i	i

No enrichment for hits. Share with any hit: about 1.5%.
